# APJ antag: blocks the human apelin receptor APJ. CHO-K1 APJ beta-arrestin complementation, luminescence. actives 0.32% (n = 330,000). AID 2521. inhibition, % at 20 µM;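 active = inhibition above about 40% at 20 µM, limit read from the data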;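 note: cells challenged with 10 nM apelin-13 agonist together with compound; plate controls were apelin-13 plus DMSO wells for no effect and DMSO wells lacking apelin-13 for full effect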
# APJ agonist: activates the human apelin receptor APJ | CHO-K1 APJ PathHunter beta-arrestin, luminescence; 0% DMSO wells, 100% apelin | AID 2520 | activation, % at 20 µM | actives 0.11% (n = 330,000);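 active = activation more than six SD over the plate average, tested at 20 µM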;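 note: 0% = DMSO alone and 100% = apelin-13 at 10 nM; some results filed as inactive read as strong as hits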
#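 Incubation: overnight seeding, 90 min compound at 25 °C, 1 h detection; test system: PathHunter CHO-K1 APJ (AGTRL-1) beta-arrestin reporter cells; amount: 1000 cells/well; doses: one dose, 20 µM compound, 1% DMSO; measured by: beta-gal luminescence; measure: agonist-driven arrestin binding to APJ; benchmarks: negative DMSO alone, positive Apelin-13 at 10 nM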
# CHOP UPR activ: activators of apoptotic arm of unfolded protein response (CHOP). CHO-CHOP luciferase reporter, UPR activation, luminescence; percent of tunicamycin response over DMSO baseline. activation, % at 10 µM. actives 0.34% (n = 330,000);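 active = at 10 µM dose, activation of 40% or more, normalized to positive control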;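 note: 100% = tunicamycin at 10 µg/mL and 0% = DMSO alone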
#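 System: CHO-CHOP luciferase reporter cell line | Buffer or medium: F12 medium containing 10% fetal bovine serum | Doses: One dose, 10 µM in 0.5% DMSO | Times: 6 h compound exposure at 37 °C after overnight seeding | Signal: Luciferase luminescence | Read-out: % activation vs tunicamycin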
# tim23-1 inh: tim23-1 yeast growth inhibition. S. cerevisiae tim23-1 growth, BacTiter-Glo luminescence, 24 h. inhibition, % at 20 µM. actives 1.3% (n = 330,000). AID 463212;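 active = growth inhibition of the mutant yeast at or above 50%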;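 note: temperature-sensitive mutant grown at 25 °C; plate controls were DMSO-treated mutant yeast for no effect and medium wells lacking yeast for full effect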
# XBP1 UPR activ: adaptive UPR (XBP1) activation. CHO-XBP1 luciferase reporter, IRE1-XBP1 UPR activation, luminescence; percent of tunicamycin response, DMSO as zero. actives 0.33% (n = 330,000). activation, % at 20 µM. AID 463104;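 active = versus positive control, 20 µM dose yields 30% or more activation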;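 note: 100% = tunicamycin at 10 µg/mL and 0% = DMSO only wells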
#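 Material: CHO cell line with stable XBP1 luciferase reporter; schedule: 16-18 h cell attachment at 37 °C, then 6 h compound exposure; signal: glow luminescence from Steady-Glo reagent; medium: serum-containing F12 medium, 10% FBS; benchmarks: tunicamycin 10 µg/mL and vehicle-only wells; read-out: percent activation relative to tunicamycin reference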
# Jurkat NFkB inh: lowers PMA/ionomycin-induced NF-kB signal in Jurkat cells | PMA/ionomycin-induced NF-kB luciferase reporter, luminescence | inhibition, % at 4 µM | actives 0.53% (n = 330,000); in the data active = inhibition above about 50%
# 697 NFkB inh: inhibitors of the PMA/ionomycin-induced NF-kB reporter in 697 B cells; 697 B-cell NF-kB luciferase reporter, 16 h; inhibition, % at 4 µM; actives 0.33% (n = 330,000); in the data active = inhibition above about 35%
# Mdm2 MdmX PPI: disrupts the human Mdm2-MdmX interaction; O15151+Q00987; SaOS-2 split-luciferase Mdm2/MdmX complementation, luminescence; inhibition, % at 8 µM; actives 3% (n = 330,000); AID 485346;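 active = inhibition of at least 50% at 8 µM in the primary screen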
# Target sequence (O15151 whole entry, looked up): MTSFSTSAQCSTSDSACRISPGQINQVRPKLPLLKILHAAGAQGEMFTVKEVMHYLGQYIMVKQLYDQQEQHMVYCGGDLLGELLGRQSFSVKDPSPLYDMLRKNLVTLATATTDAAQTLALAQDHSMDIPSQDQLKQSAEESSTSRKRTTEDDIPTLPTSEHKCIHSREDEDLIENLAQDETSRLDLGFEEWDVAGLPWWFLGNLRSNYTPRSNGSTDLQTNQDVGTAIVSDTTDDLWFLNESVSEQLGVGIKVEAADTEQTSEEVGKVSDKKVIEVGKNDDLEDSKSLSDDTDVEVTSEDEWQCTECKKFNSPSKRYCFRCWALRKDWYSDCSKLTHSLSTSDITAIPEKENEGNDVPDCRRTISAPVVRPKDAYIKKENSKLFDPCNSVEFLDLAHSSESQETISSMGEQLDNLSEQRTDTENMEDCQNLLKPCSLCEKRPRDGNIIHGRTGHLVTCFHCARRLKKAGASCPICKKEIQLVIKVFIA
# Target sequence (Q00987 whole entry, looked up): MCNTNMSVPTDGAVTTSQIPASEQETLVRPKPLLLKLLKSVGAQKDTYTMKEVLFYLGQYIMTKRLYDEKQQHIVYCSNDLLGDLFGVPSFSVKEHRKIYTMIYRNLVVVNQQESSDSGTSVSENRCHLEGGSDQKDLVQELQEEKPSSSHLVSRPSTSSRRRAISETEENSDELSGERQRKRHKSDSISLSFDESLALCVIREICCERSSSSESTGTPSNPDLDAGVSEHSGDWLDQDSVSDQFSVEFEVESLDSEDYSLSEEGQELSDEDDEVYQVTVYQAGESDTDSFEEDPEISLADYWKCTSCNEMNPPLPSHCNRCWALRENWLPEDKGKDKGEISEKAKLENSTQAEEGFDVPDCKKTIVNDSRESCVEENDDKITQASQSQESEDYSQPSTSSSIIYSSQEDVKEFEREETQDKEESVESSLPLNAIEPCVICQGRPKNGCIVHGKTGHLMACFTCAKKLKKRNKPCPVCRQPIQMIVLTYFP
# * hit, by the source's call.
SMILES,APJ antag,APJ agonist,CHOP UPR activ,tim23-1 inh,XBP1 UPR activ,Jurkat NFkB inh,697 NFkB inh,Mdm2 MdmX PPI
CN(C)C(=O)c1c(C(F)(F)F)nn(C)c1Cl,5,1,-0.3,10,-3,0,12,-5
CC1(C)Cc2c(sc3c2c(=N)n(Cc2ccco2)c(=O)n3Cc2ccc(Cl)cc2)CO1,9,0,-0.1,22,0,-18,6,21
Cc1ccc(S(=O)(=O)NCC(C)NS(=O)(=O)c2ccccc2[N+](=O)[O-])cc1 (stereo not drawn),-1,1,-1.6,5,-5,-5,16,9
CCCC(=O)N(c1ccc(C(=O)O)cc1)c1nc(-c2ccccc2)c(C)s1,-3,-3,-0.3,19,1,1,-21,-19
CCS(=O)(=O)N1CCC(C(=O)NCc2ccccn2)CC1,10,3,-2.0,-5,-5,1,5,13
O=C(Cn1cnc(S(=O)(=O)N2CCCC2)c1)Nc1cccc(Br)c1,13,1,0.1,-2,-4,8,-8,4
COC(=O)Cc1ccc(NC(=S)N2CCN(C(=O)C3CCCO3)CC2)cc1 (stereo not drawn),4,-4,0.7,-4,0,-4,6,7
O=C(CN1C(=O)COc2ccccc21)N1CCOCC1,-3,0,-0.9,-8,5,0,-1,-5
CC1CCC(NC(=O)c2ccc(CS(=O)(=O)Cc3ccccc3F)o2)CC1 (stereo not drawn),-11,4,-2.1,6,2,-51,-43,-1
Cc1ccc(OCCC(=O)Nc2ccc(F)c(Cl)c2)cc1,4,-1,-0.1,2,-2,4,22,10
Cc1ccc(NC(=O)CSc2nnc(CNC(=O)c3ccco3)n2C)cc1,4,8,0.4,10,-3,-16,-3,1
COc1ccc(CCN2C(=O)C3C4C=CC(C4)C3C2=O)cc1OC (stereo not drawn),-13,-5,2.7,8,-2,2,16,14
COc1cc(OC)c(NC(=O)Cn2cccc2)cc1Cl,32,2,0.5,16,0,12,0,-12
CN(CC1CCCO1)S(=O)(=O)c1ccc(C(=O)Nc2ccc(S(N)(=O)=O)cc2)cc1 (stereo not drawn),3,6,-1.0,11,5,7,-7,-1
CCCCCn1c(=NC(=O)c2cccnc2)c(C#N)cc2c(=O)n3cccc(C)c3nc21,5,-1,4.2,-6,5,23,-12,73*
Cn1c(NCc2ccccc2Cl)nc2ccccc21,9,-1,3.3,-3,0,-67,-77,-93
COc1ccc(C#Cc2c(-c3ccccc3)n(-c3ccccc3)c3ccc(CO)cc23)cc1,4,0,1.7,5,3,2,-6,42
Cc1cnc(NC(=O)C(C)N2CCN(C)CC2)s1 (stereo not drawn),-11,-1,-0.2,-2,-2,-2,5,7
COc1cccc(C2/C(=C(/O)c3ccc4c(c3)CC(C)O4)C(=O)C(=O)N2CC2CCCO2)c1 (stereo not drawn),-12,2,0.1,20,-5,8,16,-6
O=S(=O)(c1ccc(Cl)cc1)N1CCN=C1SCc1cccnc1,9,-2,-0.7,1,0,8,1,25
COc1ccc(CNC(=O)CSc2nnc(C)c(=O)[nH]2)cc1,-7,-3,1.1,-10,1,3,16,15
O=C(Nc1ccc(S(=O)(=O)Nc2ccc(Cl)cc2)cc1)C1CCCO1 (stereo not drawn),4,0,-0.2,9,-3,16,-14,13
CCN1CCCC1CNC(=O)c1cc(N)ccc1OC (stereo not drawn),7,1,0.8,15,-5,-29,-6,-30
COc1ccccc1C1NC(=O)NC(C)=C1C(C)=O (stereo not drawn),11,-2,0.4,1,-2,-2,6,-11
CCOC(=O)NC(Nc1ccc(OC)cc1)(C(F)(F)F)C(F)(F)F,-28,1,1.5,5,-1,31,-40,7

# Entries of single compounds, quoted from the list. Order of values: APJ antag, APJ agonist, CHOP UPR activ, tim23-1 inh, XBP1 UPR activ, Jurkat NFkB inh, 697 NFkB inh, Mdm2 MdmX PPI
# Cn1c(NCc2ccccc2Cl)nc2ccccc21 is listed as 9, -1, 3.3, -3, 0, -67, -77, -93
# CCN1CCCC1CNC(=O)c1cc(N)ccc1OC (stereo not drawn) is listed as 7, 1, 0.8, 15, -5, -29, -6, -30
# COc1ccc(C#Cc2c(-c3ccccc3)n(-c3ccccc3)c3ccc(CO)cc23)cc1 is listed as 4, 0, 1.7, 5, 3, 2, -6, 42
# Cc1ccc(OCCC(=O)Nc2ccc(F)c(Cl)c2)cc1 is listed as 4, -1, -0.1, 2, -2, 4, 22, 10
# Cc1cnc(NC(=O)C(C)N2CCN(C)CC2)s1 (stereo not drawn) is listed as -11, -1, -0.2, -2, -2, -2, 5, 7

# Next part
SMILES,APJ antag,APJ agonist,CHOP UPR activ,tim23-1 inh,XBP1 UPR activ,Jurkat NFkB inh,697 NFkB inh,Mdm2 MdmX PPI
FC(F)(F)c1cccc(-c2ccc(-c3csnn3)o2)c1,22,-3,7.0,22,6,-25,-27,-12
Cc1c(Cl)cccc1NC(=S)Nc1ccc2[nH]c(=O)[nH]c2c1,2,-4,-3.2,19,-3,1,-1,-2
CCC(C)c1ccc(-n2c(=O)c3ccccc3n3c(=S)[nH]nc23)cc1 (stereo not drawn),25,5,-1.3,-22,-1,-3,3,-8
C=CCN1C(=O)/C(=C/c2ccc(-c3ccc(F)cc3)o2)SC1=S,7,-1,3.3,4,-1,-7,-4,14
COc1ccc(S(=O)(=O)NCC2CCCN(Cc3cccnc3)C2)cc1 (stereo not drawn),14,0,0.3,9,4,-4,-3,16
COc1ccccc1OCC(=O)N1CCC2(CC1)CC(=O)c1ccccc1O2,14,10,1.3,19,2,-1,-8,-43
CCN(CC)Cc1cc2[nH]c3c4ccc(Cl)cc4ncc3c2cc1OC,12,-1,0.9,34,-2,32,5,54*
COc1cccc2cc(C(C)N(CCCN3CCOCC3)C(=S)Nc3ccccc3C)oc12 (stereo not drawn),10,2,0.0,30,-4,2,-15,-6
O=C(c1ccc(COc2c(F)c(F)cc(F)c2F)o1)N1CCN(c2ccccc2)CC1,1,-12,-1.3,13,2,4,-24,-1
COc1ccccc1C(=O)OCCNC(=O)Cn1cnc2c1c(=O)n(C)c(=O)n2C,-8,1,-2.2,14,0,5,3,10
O=C(c1ccc(Cl)c(S(=O)(=O)N2CCCCC2)c1)N1CCCC(C(F)(F)F)C1 (stereo not drawn),-4,-4,-2.6,22,-1,-10,-8,26
O=C(O)COc1ccc(/C=N/NC(=O)Cc2ccc(Cl)cc2)cc1,-29,-3,0.7,-7,1,5,8,26
Cc1ccc(OCC(=O)OCc2c(C)noc2C)cc1C,21,0,-0.5,6,0,10,9,21
CCOC(=O)C1=C(N)OC2=C(C(=O)CC(C)(C)C2)C1C1CCCCC1 (stereo not drawn),-5,-3,-0.8,56*,0,-4,-5,2
O=C(COC(=O)c1c2c(nc3ccccc13)CCCC2)c1cccs1,-10,1,0.7,21,1,-23,-8,-1
COc1cc(SC)ccc1C(=O)Nc1nc(C)cs1,5,0,-9.5,51*,-11,36,6,70*
C=CCNC(=O)[C@@H]1CSC2c3ccc(OC)c(OC)c3C(=O)N21 (stereo partly drawn),5,-1,-1.7,-4,0,1,3,11
COc1ccc(Nc2nc(Cl)nc(Nc3ccc(OC)cc3)n2)cc1,-13,-2,1.1,-21,1,-15,-1,11
S=C(Nc1ccc(Cl)cc1)N1CCCCC1,6,3,0.8,15,2,-12,-3,-11
CCc1ncc(CN2CCCC(C(=O)Nc3ccc(-c4cscn4)cc3)C2)cn1 (stereo not drawn),12,1,0.0,-7,-2,6,-9,14
O=C(O)c1ccc(COc2ccccc2[N+](=O)[O-])o1,-3,1,0.0,13,1,4,-18,-10
Cn1c(=O)c2c(nc(N3CCCCCC3)n2CC(O)COc2ccccc2)n(C)c1=O (stereo not drawn),7,-4,0.1,-13,0,2,16,3
Cc1cccc(/C=N/NC(=O)c2ccc(NC(=O)c3ccc(F)cc3)cc2)n1,-14,2,2.2,-11,4,-18,-34,10
O=C(NCc1csc(-c2cccs2)n1)c1ccsc1,13,-2,2.9,30,1,-8,-21,-5
COc1ccccc1NC(=S)NC(=O)CCc1ccccc1,-26,6,0.9,46,-2,-1,7,3

# Some values from above:
# Cn1c(=O)c2c(nc(N3CCCCCC3)n2CC(O)COc2ccccc2)n(C)c1=O (stereo not drawn) @ tim23-1 inh = -13
# CCN(CC)Cc1cc2[nH]c3c4ccc(Cl)cc4ncc3c2cc1OC @ 697 NFkB inh = 5

# Next section.
SMILES,APJ antag,APJ agonist,CHOP UPR activ,tim23-1 inh,XBP1 UPR activ,Jurkat NFkB inh,697 NFkB inh,Mdm2 MdmX PPI
N/C(=N\OCc1ccccc1)c1nonc1N,-8,-3,4.2,8,0,-35,-41,21
Cn1cccc1C(=O)NC(=O)CSc1cccc[n+]1[O-],-8,5,-1.6,8,-2,-5,23,6
COc1ccc([N+](=O)[O-])cc1NC(=O)CCSCCc1ccccn1,5,2,-1.9,21,1,6,-14,-4
CC(C)C(=O)Nc1cccc(NC(=O)c2cccc(Br)c2)c1,-2,-3,3.6,9,-2,6,9,10
NC(=O)c1ccc(NC(=O)Cn2c(=O)n(-c3ccccc3)c(=O)c3oc4ccccc4c32)cc1,22,-2,0.4,8,1,-3,3,5
COc1ccccc1CN1CC(C(=O)NCc2cccnc2)CC1=O (stereo not drawn),-10,-5,-1.7,7,2,4,-1,3
COC(=O)c1ccc(OCC(=O)c2ccc(O)cc2O)cc1,12,-4,-1.1,10,5,-12,0,14
COc1ccc(NC(=O)c2cc(-c3ccc(C)o3)nc3ccccc23)cc1,31,-4,15,5,-1,12,16,23
O=c1c(Cc2c(F)cccc2Cl)c(O)ccn1CCCn1ccnc1,3,-3,-1.7,-2,0,-10,17,-4
CC(C)(C)c1ccc(-c2noc(CCC(=O)Nc3cccnc3)n2)cc1,13,2,-8.9,18,-13,-54,91*,55*
CC(C)OCCCn1c(=N)c(C(N)=S)cc2c(=O)n3ccccc3nc21,-1,1,1.4,-1,0,-8,13,61*
Cc1cc(NC(=O)C2COc3ccccc3O2)no1 (stereo not drawn),4,0,-0.7,-6,-1,-41,-7,-15
COc1cccc(C(=O)N2CCN(C(=O)COc3ccc4ccccc4c3)CC2)c1,-7,-4,2.7,18,-2,24,11,10
Cc1ccc(S(=O)(=O)NC2=C(N3CCN(Cc4ccccc4)CC3)C(=O)c3ccccc3C2=O)cc1,-33,2,3.1,21,0,11,2,10
O=C(Cc1ccc(Cl)cc1)NCC(=O)N1CCCC1,5,1,-0.7,10,2,-21,-4,1
CCCN(CCC)CCNc1c(NC2CCN(C(=O)OCC)CC2)c(=O)c1=O,5,-1,0.4,12,1,6,6,25
N#Cc1ncn(-c2ccc(Oc3ccccc3)cc2)c1N,2,-4,-0.4,4,1,6,12,17
O=C(NC1CCCCC1)c1cccc(S(=O)(=O)N2CCOCC2)c1,16,-1,-1.1,13,0,16,8,4
O=C(COC(=O)Cc1c[nH]c2ccccc12)Nc1cc(S(=O)(=O)N2CCOCC2)ccc1Cl,-10,1,0.2,12,0,-4,-1,17
COc1cccc(NC(C)C(=O)N2CC(C)OC(C)C2)c1 (stereo not drawn),-13,-1,-2.2,12,-4,5,7,-8
COC(=O)Cn1c(N2CCCC2)nc2c1c(=O)n(C)c(=O)n2C,9,1,-1.7,-7,-4,-2,-1,0
CCOC(=O)CNC(=O)c1sc(NC(=O)c2ccccc2F)nc1C,4,1,-0.2,16,0,-9,-102,-40
C/C(=N\NC(=O)c1nn(C)c(C)c1Br)c1ccc(NC(=O)c2ccoc2C)cc1,-13,0,2.9,-2,8,-44,-80,3
COc1cccc(NC(=O)CN(C)C(=O)c2ccccc2Sc2ccccc2C#N)c1,-13,-3,0.7,12,-1,8,14,4
CCOC(=O)c1sc(=S)n(-c2ccccc2OC)c1N,-1,-1,-1.1,12,-3,-20,12,-1
